Screening data from PubChem BioAssay.
CHT PAM = CHT positive allosteric modulators, primary screen, cell-based, membrane potential dye, choline EC20 | High affinity choline transporter 1 (Homo sapiens), Q9GZV3 | CHT-expressing cells; stronger effect = higher value; LV-AA mutant CHT in HEK293 cells | B-score at 10 µM | 310,000 compounds, 0.49% hits | AID 488977, 2010;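 active means initial fluorescence not abnormally high and integrated response B-score, plate-corrected, over 3 SD above library mean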
Target sequence (Q9GZV3 whole entry, looked up): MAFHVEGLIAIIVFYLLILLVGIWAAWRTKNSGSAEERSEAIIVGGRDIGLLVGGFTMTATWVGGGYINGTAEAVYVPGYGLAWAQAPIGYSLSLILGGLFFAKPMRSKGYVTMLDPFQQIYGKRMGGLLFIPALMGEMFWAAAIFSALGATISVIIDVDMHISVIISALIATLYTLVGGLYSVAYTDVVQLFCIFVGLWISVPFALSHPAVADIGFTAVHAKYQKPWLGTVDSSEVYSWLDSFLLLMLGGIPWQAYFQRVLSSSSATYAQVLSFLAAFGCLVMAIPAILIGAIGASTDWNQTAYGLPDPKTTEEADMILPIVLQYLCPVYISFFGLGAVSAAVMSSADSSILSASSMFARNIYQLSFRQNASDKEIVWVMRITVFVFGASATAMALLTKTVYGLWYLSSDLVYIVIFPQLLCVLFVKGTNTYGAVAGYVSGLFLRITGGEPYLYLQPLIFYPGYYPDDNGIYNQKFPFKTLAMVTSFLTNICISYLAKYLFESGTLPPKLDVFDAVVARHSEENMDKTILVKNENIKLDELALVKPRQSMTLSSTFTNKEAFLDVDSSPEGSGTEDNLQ
CHT block = inhibitors of human choline transporter CHT; 310,000 compounds, 0.86% hits; AID 488975, 2010; CHT-expressing cells, membrane potential dye, choline response; stronger effect = lower value; B-score at 10 µM; High affinity choline transporter 1 (Homo sapiens), Q9GZV3;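 active means B-score over 3 SD under the library average, and starting fluorescence ratio not unusually high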;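 further: choline stimulus applied at its EC90 after an EC20 pre-addition; B-score computed on integrated fluorescence ratio after choline addition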
Calls only; i = inactive.

SMILES	CHT PAM	CHT block
Cc1noc(C)c1C(=O)N1CCN(Cc2ccc3c(c2)OCO3)CC1	i	i
COc1cc(/C=C/C(=O)OCC(=O)Nc2cc(C)c(C)cc2[N+](=O)[O-])ccc1O	i	i
O=C(c1cccnc1Cl)N(Cc1ccccc1)Cc1ccccc1	i	i
CC1(C)Cc2c(sc3nc4n(-c5ccccc5)c(=O)c(CCC(=O)O)nn4c(=O)c23)CO1	i	i
N#Cc1cc(C#N)c(N2CCN(c3cccc(Cl)n3)CC2)nc1N	i	i
CC[C@H](C)[C@@H](C(=O)NCCCCCCCCCCC(=O)N1CCN(C(=O)OC(C)(C)C)CC1)n1cc(CCCCN=C(NC(=O)OC(C)(C)C)NC(=O)OC(C)(C)C)nn1	i	i
CC(Oc1ccc(F)cc1)C(=O)Nc1cc(Cl)ccc1-n1cncn1 (centres undefined)	i	i
CC(C)c1ccc(/C=N/NC(=O)c2nnn(-c3nonc3N)c2CN(C)C2CCCCC2)cc1	i	i
COc1cccc(C(=O)NNC(=O)Cc2csc(N)n2)c1	i	i
COc1ccc(OC)c(C(=O)CC2OC(=O)c3ccccc32)c1 (centres undefined)	i	i
C/C(=C\c1ccc2c(c1)OCO2)C(=O)c1c(C)cc(C)[nH]c1=O	i	i
N=C(N)SCc1cn2ccccc2n1	i	i
Cc1cc(C)cc(OCC(=O)N2CCCCCC2)c1	i	i
CC(=O)/C=C\c1ccc(OC(=O)c2cccnc2)cc1	i	i
Cc1ccc(-c2nn(-c3ccccc3)cc2/C=N/NC(=O)c2ccc(Br)o2)cc1	i	i
Cc1cc(S(=O)(=O)N2CCN(c3ccc(F)cc3)CC2)ccc1-n1cnnn1	i	i
COc1ccc(/C=C(\C#N)C(=O)OCC(=O)NCc2ccccc2)cc1	i	i
CC1CCN(C(=O)/C=C/c2ccc(C(C)(C)C)cc2)CC1	i	i
O=C1NCCc2c1[nH]c1ccc([N+](=O)[O-])cc21	i	i
CC(C)(C)c1ccc(C(=O)NC(CC(=O)O)c2ccc(OC3CCCC3)cc2)cc1 (centres undefined)	i	i
CCOc1ccc(-c2c(C(=O)N/N=C/c3ccncc3)nnn2-c2nonc2N)cc1	i	i
COc1ccc(S(=O)(=O)N2CCC(C(N)=O)CC2)c2ccccc12	i	i
Cc1ccccc1NS(=O)(=O)c1ccc(Cl)cc1	i	i
CN(Cc1ccccc1)C(=S)Nc1cccnc1	i	i
COCc1nnc(NS(=O)(=O)c2c(C)cc(C)cc2C)s1	i	i
CC(=C1C2C=CC1C1C(=O)NC(=O)C21)c1ccccc1 (centres undefined)	i	i
CCOc1ccccc1N1CC(C(=O)Nc2ccccc2N2CCCC2)CC1=O (centres undefined)	i	i
CC(C)c1ccc(C(=O)Nc2ccc(CN3CCOCC3)cc2)cc1	i	i
CCOc1ccc(NC(=O)C(C)N2C(=O)c3ccccc3S2(=O)=O)cc1 (centres undefined)	i	i
CCOC(=O)/C(=C\c1ccc([N+](=O)[O-])o1)NC(=O)c1ccccc1	i	i

Rewritten as a markdown table: part of the list above.
| Structure | CHT PAM | CHT block |
| --- | --- | --- |
| CN(Cc1ccccc1)C(=S)Nc1cccnc1 | i | i |
| O=C1NCCc2c1[nH]c1ccc([N+](=O)[O-])cc21 | i | i |

The results go on:
SMILES	CHT PAM	CHT block
CN1CCN(CC(=O)N/N=C\c2c[nH]c3ccccc23)CC1	i	i
Cc1ccc(C(=O)Nc2cccc(C(=O)NCc3ccccc3)c2)cc1	i	i
CC(C)c1nc2cc(C(=O)NC(c3cccnc3)C(F)(F)F)ccc2o1 (centres undefined)	i	i
CCN1C(=O)CC(c2ccccc2)CC1=O	i	i
C/C(=C\c1ccccc1)CN1CCC(C(=O)N2CCCCC2)CC1	i	i
CCCN(CCC)CCCNC(=O)c1cn(CCOC)c(=O)c2c1c1ccccc1n2C	i	i
Cc1nc(N(C)Cc2ccccc2)c2c(C)c(C)sc2n1	i	i
CCc1nnc2sc(-c3cc(-c4ccccc4)nc4ccccc34)nn12	i	i
O=C(NCc1ccncc1)Nc1ccc(Cl)cc1Cl	i	i
Cc1cccc(NS(=O)(=O)c2cccc(C(=O)NCC(c3ccco3)N(C)C)c2)c1 (centres undefined)	i	i
CCN(CC)C(=O)CSc1nnc(-c2ccc(O)cc2)n1CC1CCCO1 (centres undefined)	i	i
COC(CNC(=O)c1ccc2c(c1)nc(C)n2-c1cccc(C)c1)OC	i	i
CCOC(=O)N1CCN(C(=O)Nc2sc3nc4n(c(=O)c3c2C)CCC(C)CC4)CC1 (centres undefined)	i	i
Cc1ccc(N2CC(C(=O)N/N=C/c3c(F)cccc3Cl)CC2=O)cc1 (centres undefined)	i	i
COc1ccc(/C=C2/C(=O)N(c3c(F)c(F)c(F)c(F)c3F)N=C2C)cc1	i	i
Cc1nnc(NC(=O)CCCOc2ccccc2)s1	i	i
CCn1ncc2c(OCc3ccc(C#N)cc3)cc(C)nc21	i	i
O=C(COC(=O)CSc1ccc([N+](=O)[O-])cc1)NCc1cccs1	i	i
CCCc1nc2c(s1)CCc1onc(-c3ccc(Br)cc3)c1-2	i	i
CC(=O)c1sc2nc(-c3ccco3)ccc2c1N	i	i
COc1ccc(-c2cc(C(=O)Nc3ccccc3SC)no2)cc1OC	i	i
COc1ccc(NC(=O)CC(NC(C)c2ccccc2)C(=O)O)cc1 (centres undefined)	i	i
CCCN1CCc2c(sc(NC(=S)NC(=O)c3ccccc3)c2C#N)C1	i	i
O=C(CSc1ccccn1)Nc1cccc2ccccc12	i	i
CCN1CCCc2cc(CN(CCN3CCOCC3)C(=S)Nc3ccccc3OC)ccc21	i	i
c1ccc(COc2cccc(CNCc3cccs3)c2)cc1	i	i
COc1ccc(NCCNc2ccc(OC)cc2)cc1	i	i
COc1ccc(C(=O)NCc2ccccc2OC)c(OC)c1	i	i
CC(=O)c1ccc(N2CCN(C(=S)NCCCN(C)C)CC2)cc1	i	i
CC(Sc1nc(N2CCCCC2)c2c(c1C#N)CCCC2)C(=O)O (centres undefined)	i	i

Some of these compounds in order of number of heavy atoms, largest number first.
SMILES	CHT PAM	CHT block
COc1ccc(-c2cc(C(=O)Nc3ccccc3SC)no2)cc1OC	i	i
CC(Sc1nc(N2CCCCC2)c2c(c1C#N)CCCC2)C(=O)O (centres undefined)	i	i
O=C(CSc1ccccn1)Nc1cccc2ccccc12	i	i

(further entries)
SMILES	CHT PAM	CHT block
CC(C)c1ccc(NS(=O)(=O)c2ccc3[nH]cc(C(=O)N4CCC(C(N)=O)CC4)c(=O)c3c2)cc1	i	i
COCCn1c(SCc2ccc(C(=O)OC)o2)nc2ccccc2c1=O	i	i
CC(C)=CC(=O)N1CC[C@@H](N2CCN(c3ccccc3F)CC2)[C@H](O)C1	i	i
CCn1c(SCc2nc3ccccc3nc2C)nnc1-c1cccs1	i	i
CCCn1c(CCNC(=O)c2cccs2)nc2ccccc21	i	i
O=C(NN1C(=O)c2ccccc2NC1c1ccoc1)c1ccc([N+](=O)[O-])cc1 (centres undefined)	i	i
O=C(Cc1cccc2ccccc12)Nc1ccccc1C(=O)O	i	i
COC(=O)CNC(=O)C(C)NC(=O)CNC(=O)OCc1ccccc1 (centres undefined)	i	i
CC(=O)Nc1ccc(S(=O)(=O)NCc2nnnn2-c2ccc(Cl)cc2)cc1	i	i
COC(=O)CN(c1ccc(OC)cc1)S(=O)(=O)c1ccc(OC)c(OC)c1	i	i
CCOC(=O)[C@H]1[C@H]2COc3ccccc3[C@@H]2N2C(=O)c3cc(F)c(F)cc3NC(=O)[C@@]12C	i	i
COc1ccc(C2C3=C(CCCC3=O)Nc3c(-c4ccccc4)c(C)nn32)cc1 (centres undefined)	i	i
COc1cccc(NC(=O)CSc2ncc(S(=O)(=O)c3ccccc3)c(=O)[nH]2)c1	i	i
Cc1c(CN2CCc3c([nH]c4ccccc34)C2C2CCCCC2)cnn1C (centres undefined)	i	i
CCOC(=O)CSc1nnc(CNC(=O)c2ccc(OC)cc2OC)n1C	i	i
Cn1c(C(=O)NCc2cccs2)cc2c(=O)n(C)c3ccccc3c21	i	i
CC(=O)C(Cc1ccc(Cl)nc1)Cc1ccc(Cl)nc1	i	i
Cc1cccc(C)c1OCC(=O)Nn1c(COc2ccccc2)nc2ccccc2c1=O	i	i
CCOC(=O)CCc1c(C)nc2c(c(C)nn2-c2ccccc2)c1C	i	i
Cc1ccc(C(=O)NCCNC(=O)CN2CCCC2)cc1	i	i
N#Cc1nc(COc2ccc(Br)cc2)oc1N1CCCCCC1	i	i
Cc1ccccc1-n1nc2c(c1NC(=O)c1ccc(Br)o1)CSC2	i	i
CC(C)CN(CC(C)C)CC(O)COc1ccccc1Br (centres undefined)	i	i
COc1ccccc1N(C)S(=O)(=O)c1ccc(C(=O)OCC(=O)NCC(F)(F)F)cc1	i	i
COc1cc(NC(=O)CCc2ccccc2)nc(OC)n1	i	i
CCc1ccc(NC(=O)Cn2c(SC)nc3ccccc32)cc1	i	i
O=S(=O)(NCCc1c[nH]c2ccccc12)c1ccccc1	i	i
CC(OC(=O)CCc1ccccc1)C(=O)Nc1ncc(Cl)cc1Cl (centres undefined)	i	i
CC1(C)NC(=O)N(CC(O)CN(c2ccccc2)S(=O)(=O)c2ccccc2)C1=O (centres undefined)	i	i
Cc1ccc(NC(=O)CC2SCCNC2=O)cc1[N+](=O)[O-] (centres undefined)	i	i
C/C(=N\Nc1nc(-c2ccccn2)nc2ccccc12)c1ccc(F)cc1	i	i
CSc1cc(C)nc(N(C)C(C)=O)n1	i	i
COc1ccc(CC(=O)Nc2nc(-c3ccc(F)c(F)c3)cs2)cc1OC	i	i
O=C1c2ccccc2C(=O)c2cc(S(=O)(=O)Nc3ccccc3)ccc21	i	i
Cc1cnn(Cc2cccnc2)c1N	i	i
Cc1cccc(OCc2nnc(SCC(=O)c3cccs3)n2C)c1C	i	i
CCOc1ccccc1NC(=S)N1CCCCCC1	i	i
Cc1ccc(S(=O)(=O)N(Cc2ccccc2)c2ccccc2C(=O)Nc2ccccc2C(=O)NCc2ccco2)cc1	i	i
CCCCN1CCNC[C@@H]1Cc1ccc(O)cc1	i	i
CN(C(=O)C1CCC(=O)N(Cc2ccccc2F)C1)C1CCOCC1 (centres undefined)	i	i
COc1ccc(-c2cc(C(=O)N3CCCC3)c3ccccc3n2)cc1	i	i
CC(=O)c1ccc(NC(=O)C2CCN(S(=O)(=O)c3ccc4c(c3)N(C(C)=O)CCO4)CC2)cc1	i	i
CN1CCN(C(=O)/C=C/c2ccc([N+](=O)[O-])cc2)CC1	i	i
O=C1NCCCC1C(=O)Nc1cccc(C(F)(F)F)c1 (centres undefined)	i	i
CC(=C/c1ccco1)/C=N/N1CCN(c2ccccc2)CC1	i	i

In a second layout: entries from further up
| Molecule | CHT PAM | CHT block |
| --- | --- | --- |
| O=C1NCCCC1C(=O)Nc1cccc(C(F)(F)F)c1 (centres undefined) | i | i |
| CC(=C/c1ccco1)/C=N/N1CCN(c2ccccc2)CC1 | i | i |

Further compounds
SMILES	CHT PAM	CHT block
Cc1cccc(NC(=O)CSCc2c(C)noc2C)c1C	i	i
CCn1c(SCC(=O)NC(=O)NCc2ccco2)nc2sc(C)c(C)c2c1=O	i	i
Cc1coc2c(C)c3oc(=O)c(CCC(=O)NCCN4CCOCC4)c(C)c3cc12	i	i
C/C(NC(=O)c1ccccc1)=C1/C(=O)CC2C1C2(C)C (centres undefined)	i	i
CCOC(=O)N1CCN(Cc2nc(N)nc(Nc3ccc(OC)cc3)n2)CC1	i	i
Cc1cccc(N(CC(=O)NC2CCCC2)C(=O)c2nsc(Cl)c2Cl)c1C	i	i
CSc1nc2sc3c(c2c(=O)[nH]1)CCc1ccccc1-3	i	i
O=C(COc1ccccc1Cl)Nc1ccc(Cl)cn1	i	i
O=C(c1cnn2c(C(F)F)cc(C3CC3)nc12)N1CCOCC1	i	i
CC(NC(=O)CCNS(=O)(=O)c1cccc2nonc12)c1ccccc1 (centres undefined)	i	i
Fc1ccc(Nc2nc(N3CCOCC3)c3ccccc3n2)cc1	i	i
COc1ccccc1CC(NC(C)=O)C(=O)NC1CCN(c2nnnn2-c2ccccc2)CC1 (centres undefined)	i	i
CCOC(=O)C1=C(O)c2ccccc2C(=O)/C1=C\c1ccc(C)cc1	i	i
CC1C(c2ccccc2)=NNc2nc3c(c(=O)n(C)c(=O)n3C)n21 (centres undefined)	i	i
N#C/C(=C\c1ccc(OCC(N)=O)cc1)S(=O)(=O)c1ccccc1	i	i
COc1ccc2nc(-c3ccc(Cl)cc3)cc(C(=O)O)c2c1	i	i
COc1ccc(Nc2nc(-c3ccccc3)c3ccccc3n2)cc1	i	i
Clc1ccccc1C1=CC(c2ccco2)n2ncnc2N1 (centres undefined)	i	i
Cc1nc(-c2nc(-c3c(C(=O)NNC(=O)c4ccc(Cl)cc4)noc3C)cs2)cs1	i	i
CC(C)C(=O)Nc1ccc(NC(=O)c2ccc([N+](=O)[O-])cc2Cl)cc1	i	i
Cc1ccc(/C=C/C(=O)O)cc1S(=O)(=O)N1CCCc2ccccc21	i	i
C=Cc1ccc(CSc2cc(C)nc3nc(C)nn23)cc1	i	i
COc1ccc(NC(=O)Nc2ccccn2)cc1OC	i	i
O=C(NNC(=S)Nc1ccc(Br)cc1)c1ccccc1	i	i

Full records as entered above.
`Cc1nc(-c2nc(-c3c(C(=O)NNC(=O)c4ccc(Cl)cc4)noc3C)cs2)cs1` in the list: CHT PAM = i; CHT block = i
`Clc1ccccc1C1=CC(c2ccco2)n2ncnc2N1` (centres undefined) in the list: CHT PAM = i; CHT block = i
